AP ELISA ortho – alternative pathway complement inhibition, orthogonal assay; Human serum alternative complement pathway, LPS-coated ELISA, C3 deposition; tested in compound mixtures; inhibition, % at 5 µM; 62,000 tested, 0.08% active;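 active = inhibition above 30% in each of the two pooled mixtures holding the compound, so the lower value exceeds 30%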;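 note: 0% = serum in Mg-EGTA without compound and 100% = EDTA serum blank; some compounds past the cut are filed as inactive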
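Medium: diluted human serum in Mg2+-EGTA GVB++. Assay system: human serum complement alternative pathway, C3 deposition onto LPS. Also added: Plate-bound LPS. Technique: Anti-C3 ELISA, OD 450 nm. Measure: percent inhibition. Incubation: 1 h at 37 °C. Dosing: 5 µM each compound, pools of ten, 50 µM per pool.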
C1s inh – blocks human complement C1s protease activity; P09871; purified C1s, fluorogenic AMC substrate, pooled mixtures; mean inhibition % of two 10-compound mixtures (active compounds read high), % at 5 µM (by protocol); 62,000 tested, 0.16% active;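 active = inhibition above 20% in each of the two 10-compound mixture wells holding the compound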;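 note: 0% = enzyme wells lacking compound mixture and 100% = no-enzyme blank wells; some compounds called inactive have numbers as strong as hits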
Target sequence (P09871 16-437 limits assumed): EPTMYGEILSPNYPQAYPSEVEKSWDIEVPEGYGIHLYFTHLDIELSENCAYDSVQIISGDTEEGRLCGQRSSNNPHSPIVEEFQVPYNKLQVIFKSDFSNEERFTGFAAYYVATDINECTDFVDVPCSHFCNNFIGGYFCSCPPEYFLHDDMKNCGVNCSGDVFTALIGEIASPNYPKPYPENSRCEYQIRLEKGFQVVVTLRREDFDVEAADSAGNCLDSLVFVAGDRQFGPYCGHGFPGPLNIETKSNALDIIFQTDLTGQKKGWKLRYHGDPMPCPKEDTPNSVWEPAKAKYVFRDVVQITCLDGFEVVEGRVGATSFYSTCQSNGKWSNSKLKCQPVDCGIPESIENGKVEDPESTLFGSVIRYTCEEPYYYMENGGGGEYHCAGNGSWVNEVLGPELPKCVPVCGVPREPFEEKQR
Target sequence (P09871 438-688 limits assumed): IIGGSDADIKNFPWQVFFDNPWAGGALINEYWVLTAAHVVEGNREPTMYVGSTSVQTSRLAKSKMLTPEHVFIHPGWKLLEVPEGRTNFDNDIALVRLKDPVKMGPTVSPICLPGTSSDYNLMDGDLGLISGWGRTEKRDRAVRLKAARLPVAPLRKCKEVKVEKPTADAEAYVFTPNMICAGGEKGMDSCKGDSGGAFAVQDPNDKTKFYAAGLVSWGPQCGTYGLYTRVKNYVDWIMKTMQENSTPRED
CatB inh – inhibitors of human cathepsin B | P07858 | purified cathepsin B, fluorogenic substrate, fluorescence | inhibition, %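 (tested at 10 µM)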 | 63,000 tested, 0.1% active | AID 453; in the data active = inhibition above about 21%;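 note: 0% = enzyme with no compound and 100% = no enzyme blank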
CatL inh – blocks human cathepsin L protease activity; purified cathepsin L, fluorogenic substrate, fluorescence; inhibition, %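 (tested at 10 µM)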; AID 460; 58,000 tested, 0.17% active; in the data active = inhibition above about 45%;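 note: 0% = enzyme with no compound and 100% = no enzyme blank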
Numbers without * were called inactive; nt = no result given.

cpd	SMILES	AP ELISA ortho	C1s inh
1	CCCCC(=O)c1c(C)cc(C)[nH]c1=O	nt	nt
2	O=C(O)C(Cc1c[nH]c2ccccc12)NS(=O)(=O)c1cccc2nsnc12 (stereo not given)	nt	nt
3	C=CCOc1nc2c(c(=O)n(C)c(=O)n2C)n1Cc1ccc(Cl)cc1Cl	nt	nt
4	Cn1c(SCC(=O)NCc2ccccc2)nc2ccccc21	nt	nt
5	O=C1CC(c2ccco2)CC(O)=C1C=Nc1cc(Cl)ccc1O (stereo not given)	nt	nt
6	COc1ccc(OC(=O)c2cc3ccccc3o2)cc1	nt	nt
7	Cc1cc(C)n(-c2ncnc3sc(C)c(C)c23)n1	nt	nt
8	Cc1nnc2n(-c3ccccc3)c(=O)c3c4c(sc3n12)COC(C)(C)C4	nt	nt
9	COc1ccc(NC2CC(=O)N(C)C2=O)cc1 (stereo not given)	nt	nt
10	COc1ccc(-c2nc3c(Br)c(N)c(Br)cc3o2)cc1	nt	nt
11	Cc1nnc2c(NC(C)C)nc3ccccc3n12	nt	nt
12	Cc1cc(CCC(=O)O)c(C)cc1CCC(=O)O	nt	nt

cpd	CatB inh	CatL inh
1	2	-2
2	2	-3
3	1	31
4	-1	9
5	-1	-9
6	0	-2
7	2	-3
8	-2	2
9	-3	5
10	3	-12
11	1	-5
12	3	24

Part of the list above in order of count of non-hydrogen atoms, highest first:
cpd	SMILES	AP ELISA ortho	C1s inh
8	Cc1nnc2n(-c3ccccc3)c(=O)c3c4c(sc3n12)COC(C)(C)C4	nt	nt
4	Cn1c(SCC(=O)NCc2ccccc2)nc2ccccc21	nt	nt
7	Cc1cc(C)n(-c2ncnc3sc(C)c(C)c23)n1	nt	nt

cpd	CatB inh	CatL inh
8	-2	2
4	-1	9
7	2	-3

Going on with the list.
cpd	SMILES	AP ELISA ortho	C1s inh
13	CCOc1nnnc2c1sc1nc(N3CCOCC3)c3c(c12)CC(C)(C)OC3	nt	nt
14	OCCNc1nc(-c2ccccc2)c2ccccc2n1	nt	nt
15	Cc1cc(=O)n(CCC(=O)O)c2ccccc12	nt	nt
16	CCC1(C)Cc2ccccc2-c2nc(NCCO)n(-c3ccccc3)c(=O)c21 (stereo not given)	nt	nt
17	Cc1c(CCC#N)c(N2CCCCC2)n2c(nc3ccccc32)c1C#N	nt	nt
18	CCN(CC)c1ccc2cc(C(=O)Nc3ccccn3)c(=O)oc2c1	nt	nt
19	CCOc1ccc(-c2nnc3sc(COc4ccccc4)nn23)cc1	nt	nt
20	N#CCCN(CCC#N)c1nnc(-c2ccccc2)s1	nt	nt
21	COC(=O)c1cc2c(=O)n3cccc(C)c3nc2n(Cc2cccnc2)c1=N	nt	nt
22	c1ccc2c(c1)nc(CN1CCOCC1)n1c3ccccc3nc21	nt	nt
23	CC1(C(=O)CSc2n[nH]c(-c3ccccc3Cl)n2)CCC(=O)O1 (stereo not given)	nt	nt
24	COc1cc(C2C(C(=O)c3sc(C)nc3C)=C(O)C(=O)N2CCN(C)C)cc(OC)c1OC (stereo not given)	nt	nt

cpd	CatB inh	CatL inh
13	2	-14
14	2	-79
15	2	13
16	-13	-61
17	2	-15
18	-2	-24
19	4	33
20	2	-4
21	-3	-154
22	4	11
23	2	14
24	4	19

Additional results follow.
cpd	SMILES	AP ELISA ortho	C1s inh
25	CCOC(=O)CC(=O)CSc1nc(N)c(C#N)c(-c2ccc(F)cc2)c1C#N	nt	nt
26	O=C1C(=O)N(CCN2CCOCC2)C(c2ccccn2)/C1=C(/O)c1ccc(F)cc1 (stereo not given)	nt	nt
27	Cc1cc(=O)oc2c(CN3CCCCC3)c(O)c(Cl)cc12	nt	nt
28	CCN(CC)CCCn1c(C)cc2c(c1=O)C(c1cccc(Cl)c1)C(C#N)=C(N)O2 (stereo not given)	nt	nt
29	Cc1cc(=O)oc2cc(OCCSCCN3CCOCC3)ccc12	nt	nt
30	CCCOc1ccc(N2C(=O)CC(N(CCC)C(=O)CCC(=O)O)C2=O)cc1 (stereo not given)	nt	nt
31	CCOC(=O)CSc1nc(N)c(C#N)c(-c2ccc(OC)cc2)c1C#N	nt	nt
32	CCN(CC)CCNc1nc(-c2ccco2)c2c(c1C#N)CC(C)(C)OC2	nt	nt
33	CCOC(=O)c1cnc(SC2CC(=O)N(c3cccc(OC)c3)C2=O)nc1N (stereo not given)	nt	nt
34	Cn1c(N)c(C#N)c2c(c1=S)CSC(C)(C)C2	nt	nt
35	Cn1c(=O)c2c(nc(Br)n2Cc2ccc3ccccc3c2)n(C)c1=O	nt	nt
36	CC(C)C1C(C#N)=C(N)Oc2n[nH]c(C(C)(C)C)c21 (stereo not given)	nt	nt

cpd	CatB inh	CatL inh
25	2	21
26	2	-2
27	-46	-478
28	4	18
29	3	1
30	-4	-9
31	-2	-2
32	-1	-56
33	-2	12
34	1	-3
35	-1	1
36	4	21

By substructure: those above containing a thiophene ring, fused or not (3)
cpd	SMILES	AP ELISA ortho	C1s inh
7	Cc1cc(C)n(-c2ncnc3sc(C)c(C)c23)n1	nt	nt
8	Cc1nnc2n(-c3ccccc3)c(=O)c3c4c(sc3n12)COC(C)(C)C4	nt	nt
13	CCOc1nnnc2c1sc1nc(N3CCOCC3)c3c(c12)CC(C)(C)OC3	nt	nt

cpd	CatB inh	CatL inh
7	2	-3
8	-2	2
13	2	-14

(cont.)
cpd	SMILES	AP ELISA ortho	C1s inh
37	CCCC1C2C(=O)N(c3ccccc3OC)C(=O)C2ON1c1ccccc1 (stereo not given)	nt	nt
38	CCOc1ccc(S(=O)(=O)N(C)CCO)cc1-c1nc2c(C(C)(C)C)nn(C)c2c(=O)[nH]1	nt	nt
39	O=C1[C@@H]2[C@H](C(=O)N1n1cnnc1)[C@H]1C=C[C@@H]2C1	nt	nt
40	COc1ccccc1C1/C(=C(/O)c2cnn(-c3ccccc3)c2C)C(=O)C(=O)N1CCN(C)C (stereo not given)	nt	nt
41	C=CCSc1nc(C)c(CC=C)c(=O)[nH]1	nt	nt
42	Cc1nn(C)cc1CNC(=O)c1ccc(Br)o1	nt	nt
43	Cc1nc(=O)c(-c2ccccc2)c(C)n1-c1ccc(S(N)(=O)=O)cc1	nt	nt
44	Cc1nc2n[nH]c(N)c2c2c1COC(C)(C)C2	nt	nt
45	CC1(C)CC(=O)C2=C(C1)N(Cc1ccco1)C(=O)C2(O)C(F)(F)F (stereo not given)	nt	nt
46	CCSC1=C(C#N)C(c2cccs2)C(C(=O)OC)=C(C)N1 (stereo not given)	nt	nt
47	CN(C)CCNc1nc(-c2ccco2)c2c(c1C#N)CC(C)(C)OC2	nt	nt
48	N#CC1=C(SCC(=O)c2ccc(Br)cc2)NC2=C(C(=O)CCC2)C1c1ccco1 (stereo not given)	nt	nt

cpd	CatB inh	CatL inh
37	-1	7
38	2	2
39	-4	-7
40	-1	4
41	0	10
42	9	-3
43	3	13
44	0	-12
45	-6	-6
46	5	6
47	2	-39
48	-1	3

Other compounds follow:
cpd	SMILES	AP ELISA ortho	C1s inh
49	CC1(C)Cc2c(sc3nc(SCC(=O)NCc4ccco4)n(-c4ccccc4)c(=O)c23)CS1	nt	nt
50	O=C(O)c1cc2sccc2s1	nt	nt
51	Clc1ccc(-n2ncc3c(NCc4cccs4)ncnc32)cc1	nt	nt
52	Nc1nnc(CC2=CCCCC2)s1	nt	nt
53	COC(=O)c1ccc(C2/C(=C(\O)c3ccc(OC)c(C)c3)C(=O)C(=O)N2c2cc(C)on2)cc1 (stereo not given)	nt	nt
54	c1ccc(-c2nnc3sc(Cc4cccs4)nn23)cc1	nt	nt
55	CC1(C)Cc2c(C#N)c(N3CCN(C(=O)c4ccco4)CC3)nc(-c3ccco3)c2CS1	nt	nt
56	Oc1ccc(Cl)cc1/C=N/c1nc2ccccc2[nH]1	30	5
57	Cc1ccc(C(=O)c2ccc(O)cc2)cc1C	-23	-34
58	COc1ccc(CNC(=O)c2cccs2)cc1	25	-25
59	O=C(O)c1cc(S(=O)(=O)N2CCCC2)ccc1Br	20	6
60	Nc1nc(OCC(F)(F)F)cc(Oc2ccccc2F)n1	22	0

cpd	CatB inh	CatL inh
49	6	-1
50	-1	18
51	-3	1
52	3	-2
53	3	7
54	3	-18
55	2	-13
56	nt	nt
57	nt	nt
58	nt	nt
59	nt	nt
60	nt	nt

Molecules shown so far that contain an NH in an aromatic ring, in the order listed:
cpd	SMILES	AP ELISA ortho	C1s inh
1	CCCCC(=O)c1c(C)cc(C)[nH]c1=O	nt	nt
2	O=C(O)C(Cc1c[nH]c2ccccc12)NS(=O)(=O)c1cccc2nsnc12 (stereo not given)	nt	nt
23	CC1(C(=O)CSc2n[nH]c(-c3ccccc3Cl)n2)CCC(=O)O1 (stereo not given)	nt	nt
36	CC(C)C1C(C#N)=C(N)Oc2n[nH]c(C(C)(C)C)c21 (stereo not given)	nt	nt
38	CCOc1ccc(S(=O)(=O)N(C)CCO)cc1-c1nc2c(C(C)(C)C)nn(C)c2c(=O)[nH]1	nt	nt
41	C=CCSc1nc(C)c(CC=C)c(=O)[nH]1	nt	nt
44	Cc1nc2n[nH]c(N)c2c2c1COC(C)(C)C2	nt	nt
56	Oc1ccc(Cl)cc1/C=N/c1nc2ccccc2[nH]1	30	5

cpd	CatB inh	CatL inh
1	2	-2
2	2	-3
23	2	14
36	4	21
38	2	2
41	0	10
44	0	-12
56	nt	nt

Screens as filed in PubChem BioAssay.

This is a subset; the hit share may differ from the screen's.
